Bioassay records deposited in PubChem BioAssay by National Center for Advancing Translational Sciences (NCATS).
Giardia kill – Small Molecules that selectively kill Giardia lamblia: qHTS | Giardia lamblia trophozoite viability | activity change, % at 7.66 µM, hits read low | 0.15% of 340,000 active | AID 540267, 2011; in the data active = activity change below about -80%; inconclusive = between about -30% and that limit;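 also: parasites exposed to compound for two days anaerobically before the ATP read; % is scaled to controls: 0 for no effect and ±100 for the full control effect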
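Viability, read as ATP luminescence: trophozoites at 100 cells/well, compound added, 48 hrs anaerobic at 37 deg C, then 15-30 min room-temperature development before reading.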
TCR act – Activators of T cell receptors: qHTS campaign. primary human leukocytes, anti-CD3, IL-2 HTRF, 48 h. Potency, µM (series often up to 9.22 µM), without a hit: top-dose activation of IL-2 secretion, hits mostly activators. 330,000 tested, under 10 active; also: % of control where 0% means no effect
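1) Mix primary human leukocytes, a-CD3 beads and compound. 2) Incubate 48 hr. 3) Add HTRF IL-2 reagents (a-IL-2-K, a-IL-2-d2).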
A-T KAP1 phos – qHTS Assay for Identifying a Potential Treatment of Ataxia-Telangiectasia | 0.19% of 320,000 active | Potency, µM (series often up to 57.5 µM), for the others: at the top dose activation, most hits filed as activators | AID 485349, 2010 | […] A-T fibroblasts, KAP-1 phosphorylation AlphaLISA; neocarzinostatin DNA damage 30 min before lysis; also: potency is read from the fitted curve at half-maximal effect; % of control where 0% means no effect; nearly all actives have a fitted effect of over 45% in size
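hTERT-immortalized A-T patient fibroblasts ([…]), 500 cells/well in OPTI-MEM, 1% FBS, got compounds for 60 min, then NCS for 30 min at 37C. Lysates were then assayed for phospho-KAP-1 by AlphaLISA (anti-pKAP1 donor, anti-KAP1 acceptor beads), 6 hr at 25C.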
GALK inh – qHTS Assay for Inhibitors of Human Galactokinase (GALK). Purified GALK, Kinase-Glo residual ATP luminescence. P51570. Potency, µM (titrated, usually from 57.5 µM), without a hit: at the highest dose activity change, negative = inhibition, actives largely listed as inhibitors. 0.007% of 270,000 active; also: potency is read from the fitted curve at half-maximal effect; % is scaled to controls: 0 for no effect and ±100 for the full control effect
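The enzyme phosphorylates galactose (100 uM) using ATP (35 uM); inhibition is detected as higher residual ATP, quantified by bioluminescence after 1 h reaction at room temperature, pH 8.0.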
Chronic BCR inh – qHTS Assay to Find Inhibitors of Chronic Active B-Cell Receptor Signaling; 0.05% of 340,000 active; AID 493014, 2011; ABC-DLBCL IkBa-CBG/CBR reporter, luminescence ratio, 4 h; Potency, µM (titrated, usually from 46.1 µM), inactives show at the highest dose ratio change, negative = lower green/red ratio, actives largely listed as inhibitors; active = well fitted inhibition curve with a large enough effect in the signal ratio, with a control signal flat, not every such curve was filed as active; inconclusive = small, poorly fitted or top-dose-only effect, or effect the other way, or a change in a side signal; the % refers to the signal ratio;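 also: potency is read from the fitted curve at half-maximal effect; plate controls were basal doxycycline-induced cells for no effect and cells given 10 µM MG132 for full effect; MG132 reads +100%, hits lower the ratio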
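Cell line TMD8 (human ABC DLBCL), stably expressing tet-inducible CBG68-IkBa fusion and CBR; IMDM/0.5% FBS; cpd up to 46 uM; dox induction, 4 h, 37C/5% CO2; dual luminescence; green/red ratio; MG132 control.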
Coupling enz – qHTS Assay for Inhibitors of Fructose-1,6-bisphosphate Aldolase from Giardia Lamblia: Coupling assay counterscreen; coupling enzyme system counterscreen, AmpLite Red fluorescence; activity change, negative = inhibition, % at 58.2 µM, hits read low; 0.67% of 290,000 active; in the data active = activity change below about -30%; also: % is scaled to controls: 0 for no effect and ±100 for the full control effect
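Counterscreen lacking aldolase: glyceraldehyde-3-phosphate coupling-enzyme reagent preincubated 10 min at RT with compound (at 57.5 uM final), then substrate/coupling system with AmpLite Red added; fluorescence read at 525/598 nm after 20 min RT.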
Tb PFK inh – qHTS Assay to Find Inhibitors of T. brucei phosphofructokinase | ATP-dependent 6-phosphofructokinase (Trypanosoma brucei brucei), O15648 | T. brucei PFK, ADP-Glo luminescence | Potency, µM (titrated, usually from 57.5 µM), inactives show at the highest dose activity, negative = inhibition, hits mostly inhibitors | 0.17% of 330,000 active | AID 485367, 2010;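 also: potency is read from the fitted curve at half-maximal effect; 0% = uninhibited 1x PFK enzyme wells and -100% = no-enzyme wells; nearly all actives have a fitted effect of over 60% in size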
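Activity is normalized to no-enzyme wells (full inhibition) and 1.25 nM enzyme wells (no inhibition). Reaction: 0.5 mM F6P, 0.1 mM ATP, 45 min RT, ADP-Glo luminescence; concentration-response curves fitted and classed by quality.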
MLL CXXC-DNA inh – qHTS Fluorescence Polarization Assay for Inhibitors of MLL CXXC domain - DNA interaction; Potency, µM (titrated, usually from 115 µM), for the others: at the highest dose activity change, negative = inhibition, actives largely listed as inhibitors; MLL-CXXC / FITC-HOXA9 DNA fluorescence polarization; Histone-lysine N-methyltransferase 2A (Homo sapiens), Q03164; 0.037% of 290,000 active; active = well fitted inhibition curve with a large enough effect in the polarisation, with a control signal flat, not every such curve was filed as active; inconclusive = small, poorly fitted or top-dose-only effect, or effect the other way, or a change in a side signal; inactive = no such curve, though single readings can be large or run the other way; the % refers to the polarisation; also: potency is read from the fitted curve at half-maximal effect
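Fluorescence polarization: 7 uM MLL-CXXC (stock) preincubated 5 min with compounds, then 50 nM fluorescein-HOX-A9 DNA (stock) added; 30 min ambient. Buffer 50 mM Tris-HCl pH 7.5, 50 mM NaCl, 1 mM DTT, 0.05% BSA.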
TSHR antagonist – Antagonists of the Thyroid Stimulating Hormone Receptor: HTS campaign | TSHR-expressing cells, TSH-stimulated cAMP HTRF, 2 h; stronger effect = lower value | activity change, negative = inhibition, % at 11.5 µM | 0.2% of 330,000 active;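 active = activity change below a set negative limit, meaning inhibition stronger than a set level, cut at about -70% in these data; inconclusive = activity change between two set negative limits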; also: % is scaled to controls: 0 for no effect and ±100 for the full control effect
Target sequence (P16473 whole entry, looked up): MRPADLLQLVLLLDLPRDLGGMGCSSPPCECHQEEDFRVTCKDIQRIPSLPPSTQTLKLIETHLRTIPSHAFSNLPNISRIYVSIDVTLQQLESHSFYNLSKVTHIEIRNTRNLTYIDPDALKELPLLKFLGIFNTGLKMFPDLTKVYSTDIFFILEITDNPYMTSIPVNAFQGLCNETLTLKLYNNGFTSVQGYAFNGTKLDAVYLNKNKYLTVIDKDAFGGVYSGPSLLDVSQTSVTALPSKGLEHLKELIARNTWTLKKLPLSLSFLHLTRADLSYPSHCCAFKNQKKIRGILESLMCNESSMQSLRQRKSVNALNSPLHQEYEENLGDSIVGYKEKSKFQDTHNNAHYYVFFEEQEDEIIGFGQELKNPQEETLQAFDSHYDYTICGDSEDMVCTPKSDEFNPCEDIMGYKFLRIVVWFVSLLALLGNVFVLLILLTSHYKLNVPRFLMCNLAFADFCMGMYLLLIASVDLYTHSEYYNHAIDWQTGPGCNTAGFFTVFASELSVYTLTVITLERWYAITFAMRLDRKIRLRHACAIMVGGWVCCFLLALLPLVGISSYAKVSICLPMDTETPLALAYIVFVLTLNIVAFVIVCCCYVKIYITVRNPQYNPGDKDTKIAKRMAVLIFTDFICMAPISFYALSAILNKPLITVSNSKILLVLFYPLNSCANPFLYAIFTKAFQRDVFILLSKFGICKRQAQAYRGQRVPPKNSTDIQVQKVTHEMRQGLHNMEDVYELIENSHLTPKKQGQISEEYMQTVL
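Cell-based HTRF cAMP assay; TSHR cells + compound, TSH EC80 (4nM final), 2 h, 37 deg C. Lysis with anti-cAMP cryptate and cAMP-d2, 30 min RT, read 665/620 nm.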
hERG WT inh – qHTS for Inhibitors of KCHN2 3.1: Wildtype qHTS | U2OS, BacMam KCNH2, thallium flux FluxOr; stronger effect = lower value | Voltage-gated inwardly rectifying potassium channel KCNH2 (Homo sapiens), Q12809 | activity change, % at 1.84 µM | AID 720551, 2013 | 0.37% of 340,000 active;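 active = maximum activity change below -70%; inconclusive = maximum activity change between -70% and -50%; inactive = maximum activity change above -50%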; also: % is scaled to controls: 0 for no effect and ±100 for the full control effect
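U2OS cells transduced with wild-type KCNH2 virus are loaded with FluxOr dye for 45 min, and thallium flux is measured in kinetic reads before and after stimulation buffer. Rate constants are normalized to DMSO controls.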
* hit, by the source's call; ? = inconclusive; / = no result given; & = joins results of further samples; [ ] = another dose, or the depositor's remark. Unless noted, calls follow the shape of the dose curve; as a rule, active = well fitted curve in the direction sought with a large enough effect; inconclusive = small, poorly fitted or top-dose-only effect, or another doubt; inactive = no such curve, though single readings can be large; an effect the other way counts as inactive or inconclusive.

cpd	molecule	Coupling enz	Chronic BCR inh	hERG WT inh	Tb PFK inh	Giardia kill	A-T KAP1 phos	TCR act	GALK inh	MLL CXXC-DNA inh	TSHR antagonist
1	Cc1cc(C)c(OCCn2ccnc2)c(C)c1	1	?	-2	3%	10	-7%	-4%	-4%	32%[activator]	5
2	O=C(Nc1ccnn1C1CCN(C(=O)c2ccccc2C(F)(F)F)CC1)C1CC1	/	0%	5	3%	3	11%	-1%	-5%	-15%	35
3	Cc1ccc(O)c(-n2nc3ccccc3n2)c1	2	8%	3	-8%	4	10%	-6%	7%	-7%&-1%	-2
4	Cc1cccc(C(=O)Nc2ccc(C)c(OC(=O)c3cccc(C)c3)c2)c1	-3	-6%	/	-6%	/	0%	/	2%	-7%	-1
5	C=CCc1ccccc1OCC(O)CNC(C)C (stereo not drawn)	-2&5&2	?	13	-7%	-7	8%	-3%	-1%	4%&-4%	-4&11
6	COc1ccccc1OCCNC(=O)CCC(=O)N1CCOCC1	/	4%	3	-2%	-20	7%	2%	/	/	9
7	Cn1c(N)c(C(=O)COC(=O)C2(c3ccc(Cl)cc3)CCCC2)c(=O)n(C)c1=O	-2	5%	-2	-5%	2	-6%	-1%	-2%	1%	-1
8	Cc1ccc(C(=O)c2ccccc2C(=O)O)c(O)c1	7	-1%	4	5%	7	10%	5%	0%	-8%	27
9	CN(CCS(=O)(=O)c1ccc(Cl)cc1)Cc1cccnc1	1	-13%	-17	-1%	0	-2%	12%	/	-4%	-2
10	COc1cccc(-c2cc(C(=O)Nc3c(C)nn(Cc4ccccc4C)c3C)no2)c1	-2	-6%	-25	0%	0	0%	5%	-2%	0%	-18
11	COc1ccc2c(c1)C(c1ccccc1)NC(=O)C2 (stereo not drawn)	/	3%	-11	0%	2	-2%	-1%	/	/	-6
12	Cc1ccc(NC(=O)COC(=O)c2ccc(F)cc2Cl)c(Br)c1	-12	?	-11	4%	?	12%	-5%	-2%	-8%	0
13	Cc1cccc(OCC(=O)N(Cc2ccc(N(C)C)cc2)C2CCS(=O)(=O)C2)c1 (stereo not drawn)	1	?	-4	-3%	6	6%	-5%	5%	-3%	-3
14	COc1cc(NS(=O)(=O)c2ccc(NC(=S)NC(=O)c3ccco3)cc2)nc(OC)n1	0	8%	8	1%	2	-10%	-4%	1%	-15%	-3
15	COc1ccc(OC)c(NC(=O)C(=O)/C=C(\O)c2cc(OC)ccc2OC)c1	-6	11%	-4	2%	1	-1%	/	0%	6%	5
16	COc1cc(/C=N/NS(=O)(=O)c2ccc(C)cc2)ccc1OCc1cccc(C(=O)O)c1	7	?	3	3%	9	0%	-3%	-3%	3%	-8
17	CCOC(=O)c1[nH]c(C)c(C(=O)Nc2ccc(C)c(F)c2)c1C	1	0%	11	-1%	-2	-2%	-3%	-3%	-9%	0
18	CC1=C(C(=O)OCCOC(C)C)C(c2cccnc2)C2=C(CCCC2=O)N1 (stereo not drawn)	3	1%	-1	-2%	-2	0%	-3%	-1%	6%	-6
19	Cc1cc(C)nc(SCC(=O)Nc2ccc(N3CCOCC3)cc2)n1	1	-8%	18	-7%	13	-1%	-8%	1%	4%	-7
20	CC(=O)Nc1cccc(N2CCCC2=O)c1	2	1%	-1	-8%	0	2%	4%	1%	2%	4
21	COCCn1nc2cc(C(=O)NCC34CC5CC(CC(C5)C3)C4)ccc2c1OC	1	-2%	-7	-2%	-8	4%	-6%	/	-2%	-1
22	CCCCN1C(=O)C(=O)N(CC(=O)c2ccc3c(c2)CCCC3)C1=O	/	3%	-5	-8%	0	4%	-3%	/	/	9
23	N/C(=N\S(=O)(=O)c1cc(C(F)(F)F)cc(C(F)(F)F)c1)c1ccccc1	-5	7%	-5	1%	3	-1%	10%	/	-7%	-5
24	O=C(Nc1cccc(Cl)c1)c1cc(F)cc2c1OCOC2	1	?	-13	1%	-12	12%	-3%	-1%	1%	-11

Some of the entries so far, with values under each structure.
Screens in order: Coupling enz	Chronic BCR inh	hERG WT inh	Tb PFK inh	Giardia kill	A-T KAP1 phos	TCR act	GALK inh	MLL CXXC-DNA inh	TSHR antagonist
(21) COCCn1nc2cc(C(=O)NCC34CC5CC(CC(C5)C3)C4)ccc2c1OC
→ 1	-2%	-7	-2%	-8	4%	-6%	/	-2%	-1
(22) CCCCN1C(=O)C(=O)N(CC(=O)c2ccc3c(c2)CCCC3)C1=O
→ /	3%	-5	-8%	0	4%	-3%	/	/	9

(next part)
cpd	molecule	Coupling enz	Chronic BCR inh	hERG WT inh	Tb PFK inh	Giardia kill	A-T KAP1 phos	TCR act	GALK inh	MLL CXXC-DNA inh	TSHR antagonist
25	COc1ccc(NC(=O)C23CCC(C2)C(C)(C)C3=O)cc1 (stereo not drawn)	-2	0%	-13	-9%	-6	1%	-6%	0%	-3%	3
26	COc1cc(C(=O)Nc2cc(C(F)(F)F)ccc2-n2cncn2)cc(OC)c1OC	2	?	1	-3%	-5	2%	-1%	-2%	0%	9
27	CCN(CCCNC(=O)CCCOc1cc(=O)n(C)c2ccccc12)Cc1ccccc1	4	-23%	/	-2%	2	6%	-2%	-2%	-5%	16
28	COc1cccc(NC(=O)C2C3C=CC(O3)C2C(=O)O)c1 (stereo not drawn)	5	3%	2	3%	-3	-1%	6%	-2%	-15%	-3
29	Cc1ccc2c(c1)nnn2C1CCN(S(=O)(=O)c2cccc(S(=O)(=O)N(C)C)c2)CC1	2	15%	1	4%	-3	0%	0%	-2%	-2%	-7
30	NS(=O)(=O)c1cccc(NC(=O)CC2(CC(=O)O)CCCC2)c1	-1	-4%	5	-1%	-19	-6%	2%	0%	-2%	20
31	COc1cc(/C=C/C(=O)O)cc(S(=O)(=O)Nc2cccc(SC)c2)c1OC	1	1%	-2	1%	-6	4%	0%[46.1 µM]	2%	6%	-7
32	CN1CCN(C(=O)c2cc3ccccc3[nH]2)CC1	4	-1%	-6	3%	-26	7%	/	4%	-1%	-5

Reprinted at random: two records from the list.
cpd	molecule	Coupling enz	Chronic BCR inh	hERG WT inh	Tb PFK inh	Giardia kill	A-T KAP1 phos	TCR act	GALK inh	MLL CXXC-DNA inh	TSHR antagonist
28	COc1cccc(NC(=O)C2C3C=CC(O3)C2C(=O)O)c1 (stereo not drawn)	5	3%	2	3%	-3	-1%	6%	-2%	-15%	-3
32	CN1CCN(C(=O)c2cc3ccccc3[nH]2)CC1	4	-1%	-6	3%	-26	7%	/	4%	-1%	-5

Next part
cpd	molecule	Coupling enz	Chronic BCR inh	hERG WT inh	Tb PFK inh	Giardia kill	A-T KAP1 phos	TCR act	GALK inh	MLL CXXC-DNA inh	TSHR antagonist
33	Cc1ccc(N(C(=O)c2csnn2)C(C(=O)NC2CCCCC2)c2cccnc2)cc1 (stereo not drawn)	1	6%	-2	3%	7	-4%	0%	0%	1%	-3
34	COc1ccc(/C=N/NC(=O)c2nnn(-c3nonc3N)c2CN(C)C2CCCCC2)cc1	1	1%	0	1%	6	2%	-5%	-1%	10%	5
35	COc1ccc(NC(=O)N(CCCN(C)C)Cc2cc3cc(OC)ccc3[nH]c2=O)cc1	0	-1%	0	-2%	8	/	-6%	/	-6%	11
36	Cc1ccc(NC(=O)C2CCN(S(=O)(=O)c3cccs3)CC2)c(O)c1	-6	3%	0	3%	1	-2%	-5%	-4%	6%	-5
37	N#Cc1ccccc1OCC(=O)OCCCOC(=O)COc1ccccc1C#N	/	-5%	4	0%	-5	-1%	7%	7%	8%	0
38	Cc1cc(Cl)c(OCCn2ccnc2)c(Br)c1	0	-20%	18	-2%	-14	5%	-4%	7%	0%	6
39	COc1cc(C(=O)NCCCNc2nc3cc(C)cc(C)c3cc2C#N)cc(OC)c1OC	0	?	-9	-4%	-7	6%	-6%	/	-5%	-10
